Screens as filed in PubChem.
OXTR ag – human OXTR agonists, primary screen, fluorescence, CHO-OTR cells, Fluo-8 calcium; Oxytocin receptor (Homo sapiens), P30559; Fluo-8 calcium fluorescence; normalized: DMSO 0%, oxytocin 100%; activation, % at 3 µM; hit rate 0.32% among 320,000; AID 2435, 2010;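 active = activation above the mean of all tested compounds plus 3 SD, cutoff set per screening run, cut at about 20% in these data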;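 note: peak over basal fluorescence ratio from a 100 s FLIPR kinetic read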
MEKK3 PB1 HTS – modulators of MEKK3-MEK5 PB1 binding, primary screen, biochemical, wildtype MEKK3, multiplex bead flow cytometry, Alexa488-MEK5 | binding response (% of control), % at 10 µM | hit rate 1.4% among 290,000 | Mitogen-activated protein kinase kinase kinase 3 (Homo sapiens), Q99759 | bead-based flow cytometry, Alexa488-MEK5 binding to MEKK3; actives lie on both sides; 0 = blocked by unlabeled MEK5, 100 = vehicle;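 active = binding response more than 3 SD above or below the average of its plate-row segment, actives on both sides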;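 note: Alexa488 bead fluorescence after subtracting the streptavidin-only scavenger bead signal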
Target sequence (Q99759 whole entry, looked up): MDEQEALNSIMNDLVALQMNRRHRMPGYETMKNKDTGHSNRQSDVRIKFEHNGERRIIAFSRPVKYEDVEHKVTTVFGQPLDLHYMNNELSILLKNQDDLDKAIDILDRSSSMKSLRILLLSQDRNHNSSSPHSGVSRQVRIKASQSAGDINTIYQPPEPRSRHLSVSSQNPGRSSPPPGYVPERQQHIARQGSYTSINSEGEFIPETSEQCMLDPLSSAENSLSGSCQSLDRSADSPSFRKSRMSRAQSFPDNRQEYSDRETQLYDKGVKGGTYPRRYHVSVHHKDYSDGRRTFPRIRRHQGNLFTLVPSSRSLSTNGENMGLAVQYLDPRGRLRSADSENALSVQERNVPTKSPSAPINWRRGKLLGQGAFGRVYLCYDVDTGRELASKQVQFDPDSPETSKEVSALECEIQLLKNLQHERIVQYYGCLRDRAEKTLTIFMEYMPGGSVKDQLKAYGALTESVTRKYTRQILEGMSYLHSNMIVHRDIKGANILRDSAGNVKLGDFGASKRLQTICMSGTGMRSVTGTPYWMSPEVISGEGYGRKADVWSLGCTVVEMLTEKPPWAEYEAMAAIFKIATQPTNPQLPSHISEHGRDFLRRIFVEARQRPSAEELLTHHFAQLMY
V1aR counter – agonists of human V1a receptor, primary screen, counter-screen for OXTR agonist project, fluorescence, CHO-V1R cells. Vasopressin V1a receptor (Homo sapiens), P37288. Fluo-8 calcium fluorescence, agonist mode; 0% DMSO, 100% 3 nM vasopressin. activation, % at 3 µM. hit rate 0.25% among 320,000;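 active = activation above the mean activation of all tested compounds plus 3 SD, per screening run, cut at about 20% in these data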;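 note: signal is peak over basal fluorescence ratio across a 100 second FLIPR read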
Target sequence (P37288 whole entry, looked up): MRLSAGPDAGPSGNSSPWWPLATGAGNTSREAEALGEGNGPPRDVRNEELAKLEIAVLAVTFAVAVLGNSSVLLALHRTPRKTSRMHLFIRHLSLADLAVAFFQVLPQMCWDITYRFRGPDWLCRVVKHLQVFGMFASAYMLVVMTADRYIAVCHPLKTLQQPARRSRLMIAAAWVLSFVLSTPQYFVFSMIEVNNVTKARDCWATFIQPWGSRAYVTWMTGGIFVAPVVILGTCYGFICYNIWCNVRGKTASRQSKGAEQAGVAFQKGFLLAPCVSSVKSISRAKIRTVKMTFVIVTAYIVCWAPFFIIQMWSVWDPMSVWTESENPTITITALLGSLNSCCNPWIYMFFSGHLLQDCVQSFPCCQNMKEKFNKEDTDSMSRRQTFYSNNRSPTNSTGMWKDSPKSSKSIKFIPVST
GPR7 antagonist – GPR7 receptor antagonists, primary screen, cell-based, fluorescence, single concentration | GPR7-expressing cells, fluorescence antagonist assay | hit rate 1.1% among 290,000 | inhibition, % at 4.4 µM; in the data active = inhibition above about 16%, passing the limit was not always enough;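 note: cells stimulated with the agonist NPW; 0% = agonist with vehicle and 100% = vehicle without agonist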
NALP1 inh – NALP1 inflammasome inhibitors in reconstituted yeast, colorimetric, S. cerevisiae, triplicate retest | S. cerevisiae NALP1/ASC/caspase-1 growth, X-gal OD620, 72 h | inhibition, % at 10 µM | hit rate 0.61% among 280,000; in the data active = inhibition mostly above about 24%, no sharp cut-off; inactive = mostly below about 32%; note: some compounds called inactive have numbers as strong as hits
MEKK2mut PB1 HTS – MEK5 binding signal on mutant MEKK2 PB1, primary screen, biochemical, multiplex bead flow cytometry, Alexa488-MEK5; Alexa488-MEK5 binding to MEKK2 mutant; percent response, % at 10 µM; hit rate 0.35% among 290,000; in the data active = percent response above about 24%, passing the limit was not always enough; note: inactives centre near 1; some results filed as inactive read as strong as hits; reference of the scale not given here
PHOSPHO1 block – PubChem AID 1565; hit rate 1.1% among 290,000; recombinant PHOSPHO1, absorbance phosphatase assay; inhibition, % at 13.3 µM; Phosphoethanolamine/phosphocholine phosphatase (Homo sapiens), Q8TCT1; in the data active = inhibition above about 60%
GalR3 antagonist – GalR3 antagonists in HEK293 cells, primary screen, cell-based, fluorescence readout | hit rate 0.44% among 360,000 | inhibition, % at 3 µM | HEK293 GalR3-CNG cAMP membrane potential fluorescence; galR3 body fused to GalR1 C-terminus | Galanin receptor type 3 (Homo sapiens), O60755;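 active = inhibition above the screen-wide average plus 3 SD, cut at about 13% in these data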;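 note: forskolin and galanin both at EC90 stimulate the cells; cAMP rise reported by CNG channel membrane potential dye signal; 0% = forskolin plus galanin with DMSO and 100% = forskolin alone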
MEKK2 WT-MEK5 – modulators of MEK5 binding to wildtype MEKK2, primary screen, biochemical, multiplex bead flow cytometry, Alexa488-MEK5. Mitogen-activated protein kinase kinase kinase 2 (Homo sapiens), Q9Y2U5. Alexa488-MEK5 binding to MEKK2 WT; actives lie on both sides. binding response (% of control), % at 10 µM. hit rate 1.1% among 290,000; in the data active = binding response below about 67% or above about 130%
Starred values were filed as active, the others as inactive.

O=C(Cc1cccs1)N1CCN(c2nc(-c3ccc(Cl)cc3)cs2)CC1 was read as OXTR ag -0.7, MEKK3 PB1 HTS 98, V1aR counter 0.0, GPR7 antagonist -15, NALP1 inh -5, MEKK2mut PB1 HTS 3, PHOSPHO1 block 35 and MEKK2 WT-MEK5 98.
`Cc1ccc(/C=C/C2=NN(Cc3ccc(Cl)c(Cl)c3)C(=O)CC2)cc1` gave OXTR ag -0.8, MEKK3 PB1 HTS 102, V1aR counter 0.7, GPR7 antagonist -10, NALP1 inh -24, MEKK2mut PB1 HTS 1, PHOSPHO1 block 17, GalR3 antagonist 0 and MEKK2 WT-MEK5 103.
Screening Cc1ccc2cc(CN(C(=O)c3ccco3)c3ccccc3C)c(=O)[nH]c2c1 returned OXTR ag 0.4, MEKK3 PB1 HTS 104, V1aR counter 17, GPR7 antagonist -4, NALP1 inh 15, MEKK2mut PB1 HTS 14, PHOSPHO1 block 21, GalR3 antagonist -2 and MEKK2 WT-MEK5 100.
Cc1cc(C)c2c(n1)sc1c(=O)n(Cc3ccccc3Cl)nnc12 was read as GPR7 antagonist -5, NALP1 inh 6, PHOSPHO1 block 9 and GalR3 antagonist -2.
`Cc1csc(NC(=O)c2ccc(OCC3CCCO3)cc2)n1` (configuration not stated) gave OXTR ag 2.8, MEKK3 PB1 HTS 100, V1aR counter 3.5, GPR7 antagonist -14, NALP1 inh -4, MEKK2mut PB1 HTS 6, PHOSPHO1 block -8, GalR3 antagonist -6 and MEKK2 WT-MEK5 104.
OCCC1CN(Cc2ccccc2-c2ccco2)CCN1C1CCCC1 (configuration not stated) was read as OXTR ag 0.2, MEKK3 PB1 HTS 90, V1aR counter 3.0, GPR7 antagonist -3, NALP1 inh 6, MEKK2mut PB1 HTS 9, PHOSPHO1 block 41, GalR3 antagonist 1 and MEKK2 WT-MEK5 114.
Cc1ccc(N2C(=O)CSC2c2cccs2)cc1 (configuration not stated) was read as OXTR ag -2.7, MEKK3 PB1 HTS 108, V1aR counter -1.0, GPR7 antagonist -4, NALP1 inh -2, MEKK2mut PB1 HTS 4, PHOSPHO1 block 9, GalR3 antagonist -5 and MEKK2 WT-MEK5 106.
For Cc1ccc(S(=O)(=O)N2CCCC2)cc1C(=O)NCc1ccccn1 the results were OXTR ag -0.2, MEKK3 PB1 HTS 102, V1aR counter 0.7, GPR7 antagonist -15, NALP1 inh 17, MEKK2mut PB1 HTS -3, PHOSPHO1 block -28, GalR3 antagonist 1 and MEKK2 WT-MEK5 99.
`COc1ccc(C(=O)NCCSC2CCCCC2)cc1` gave OXTR ag -1.3, MEKK3 PB1 HTS 96, V1aR counter 1.0, GPR7 antagonist -8, NALP1 inh 33, MEKK2mut PB1 HTS -1, PHOSPHO1 block -5, GalR3 antagonist -11 and MEKK2 WT-MEK5 96.
Screening COC(=O)c1ccccc1OS(=O)(=O)N(C)C returned OXTR ag 0.7, MEKK3 PB1 HTS 104, V1aR counter 0.6, GPR7 antagonist -14, NALP1 inh 5, MEKK2mut PB1 HTS 2, PHOSPHO1 block 42, GalR3 antagonist -4 and MEKK2 WT-MEK5 102.
Screening CCCN(Cc1cc2cc(C)ccc2[nH]c1=O)C(=O)c1ccccn1 returned OXTR ag -0.3, MEKK3 PB1 HTS 103, V1aR counter 0.1, GPR7 antagonist -3, NALP1 inh 12, MEKK2mut PB1 HTS 0, PHOSPHO1 block 20, GalR3 antagonist -6 and MEKK2 WT-MEK5 102.
`COc1ccc(OC)c(C(C)NC(=O)C23CC4CC(CC(C4)C2)C3)c1` (configuration not stated) gave OXTR ag -2.9, MEKK3 PB1 HTS 105, V1aR counter -0.8, GPR7 antagonist -12, NALP1 inh 5, MEKK2mut PB1 HTS 3, PHOSPHO1 block 8, GalR3 antagonist -8 and MEKK2 WT-MEK5 106.
CC/C(=C\C(=O)c1cccnc1)Nc1ccc(C)c(C)c1 was read as OXTR ag -0.7, MEKK3 PB1 HTS 99, V1aR counter 0.4, GPR7 antagonist -11, NALP1 inh -13, MEKK2mut PB1 HTS -4, PHOSPHO1 block 96*, GalR3 antagonist -4 and MEKK2 WT-MEK5 101.
Screening CCOC(=O)CC1=NN(c2ccccc2)C(=O)/C1=C\c1ccc(N(C)C)cc1 returned OXTR ag -1.9, MEKK3 PB1 HTS 97, V1aR counter -0.4, GPR7 antagonist 4, NALP1 inh 15, MEKK2mut PB1 HTS -2, PHOSPHO1 block -1, GalR3 antagonist -3 and MEKK2 WT-MEK5 94.
`CSc1nc(NC(C)(C)C)nc(Oc2ccc(=O)[nH]n2)n1` gave OXTR ag -0.5, MEKK3 PB1 HTS 99, V1aR counter -0.4, GPR7 antagonist -7, NALP1 inh 19, MEKK2mut PB1 HTS -4, PHOSPHO1 block 24, GalR3 antagonist -1 and MEKK2 WT-MEK5 96.
For CCOC(=O)N1CCN(C(=O)c2cn(C)c3ccc(S(=O)(=O)N4CCOCC4)cc3c2=O)CC1 the results were OXTR ag 0.6, MEKK3 PB1 HTS 99, V1aR counter 1.7, GPR7 antagonist 1, NALP1 inh 22, MEKK2mut PB1 HTS -4, PHOSPHO1 block 42, GalR3 antagonist -7 and MEKK2 WT-MEK5 99.
`O=C(O)c1cc(-c2ccco2)nc2cc3ccccc3cc12` gave OXTR ag 0.1, MEKK3 PB1 HTS 93, V1aR counter 1.2, GPR7 antagonist -10, NALP1 inh 2, MEKK2mut PB1 HTS -9, PHOSPHO1 block 18, GalR3 antagonist -2 and MEKK2 WT-MEK5 96.
Cc1ccc(S(=O)(=O)N2CCCC(NC(=O)N3CCN(c4ccccc4)CC3)C2)cc1 (configuration not stated) was read as OXTR ag -1.7, MEKK3 PB1 HTS 106, V1aR counter 0.9, GPR7 antagonist -9, NALP1 inh 8, MEKK2mut PB1 HTS 3, PHOSPHO1 block -21, GalR3 antagonist 3 and MEKK2 WT-MEK5 106.
`CSc1ccc(CNCCCSc2ncccn2)cc1` gave OXTR ag -0.6, MEKK3 PB1 HTS 111, V1aR counter 1.4, GPR7 antagonist 6, NALP1 inh 15, MEKK2mut PB1 HTS 25*, PHOSPHO1 block 8, GalR3 antagonist -11 and MEKK2 WT-MEK5 147*.
`Cn1c(Cn2cnc([N+](=O)[O-])n2)nnc1SCC(=O)Nc1ccc(Br)cc1` gave OXTR ag 0.9, MEKK3 PB1 HTS 103, V1aR counter 0.1, GPR7 antagonist -9, NALP1 inh -15, MEKK2mut PB1 HTS 0, PHOSPHO1 block 20, GalR3 antagonist -8 and MEKK2 WT-MEK5 103.
For CCO[C@@H]1OC(C(=O)N2CCOCC2)=C[C@H](C2CCCCC2)[C@H]1CCCO the results were OXTR ag 0.5, MEKK3 PB1 HTS 97, V1aR counter 0.4, GPR7 antagonist -9, NALP1 inh -2, MEKK2mut PB1 HTS 5, PHOSPHO1 block 16, GalR3 antagonist -7 and MEKK2 WT-MEK5 99.
Screening COc1ccc(N2CCN(C(=O)Cn3cnc4sc(C)c(S(=O)(=O)N5CCOCC5)c4c3=O)CC2)cc1 returned OXTR ag 0.3, MEKK3 PB1 HTS 102, V1aR counter -0.1, GPR7 antagonist -11, NALP1 inh 14, MEKK2mut PB1 HTS 3, PHOSPHO1 block 18, GalR3 antagonist -2 and MEKK2 WT-MEK5 105.
`CC(C)OP(=O)(CCP(=O)(OC(C)C)OC(C)C)OC(C)C` gave OXTR ag -0.2, MEKK3 PB1 HTS 81, V1aR counter -0.2, GPR7 antagonist 8, NALP1 inh 12, MEKK2mut PB1 HTS -20, PHOSPHO1 block 3, GalR3 antagonist -5 and MEKK2 WT-MEK5 81.
For Cn1c(CN2CCCCC2)nc2cc(NC(=O)c3ccc(Cl)cc3)ccc21 the results were OXTR ag 0.4, MEKK3 PB1 HTS 101, V1aR counter 0.6, GPR7 antagonist -11, NALP1 inh -8, MEKK2mut PB1 HTS 4, PHOSPHO1 block -4, GalR3 antagonist 81* and MEKK2 WT-MEK5 108.
For CCNC(=S)N/N=C/c1ccc(OCC(=O)Nc2ccc(OC)cc2)c(OC)c1 the results were OXTR ag 0.1, MEKK3 PB1 HTS 103, V1aR counter -0.1, GPR7 antagonist 3, NALP1 inh 24, MEKK2mut PB1 HTS 1, PHOSPHO1 block 14, GalR3 antagonist 4 and MEKK2 WT-MEK5 102.
COc1ccc(CCNC(=O)CCCOc2cc(=O)n(C)c3ccccc23)cc1OC was read as OXTR ag -1.1, MEKK3 PB1 HTS 99, V1aR counter -0.8, GPR7 antagonist 4, NALP1 inh 12, MEKK2mut PB1 HTS -10, PHOSPHO1 block 0, GalR3 antagonist 0 and MEKK2 WT-MEK5 97.
Screening COCCCN1C(=O)C(O)=C(C(C)=O)C1c1ccccn1 (configuration not stated) returned OXTR ag 0.7, MEKK3 PB1 HTS 102, V1aR counter 0.8, GPR7 antagonist -16, NALP1 inh 31, MEKK2mut PB1 HTS 6, PHOSPHO1 block 21, GalR3 antagonist -4 and MEKK2 WT-MEK5 105.
Screening COc1ccc(Cl)cc1NC(=S)N(CCN1CCOCC1)C1CCN(C(C)=O)CC1 returned OXTR ag 1.2, MEKK3 PB1 HTS 62, V1aR counter 1.2, GPR7 antagonist -4, NALP1 inh -2, MEKK2mut PB1 HTS -15, PHOSPHO1 block 9, GalR3 antagonist 6 and MEKK2 WT-MEK5 64.
Screening O=C(O)c1cn(-c2ccc(F)c(F)c2)c2c(F)c(F)c(F)c(F)c2c1=O returned OXTR ag -0.6, MEKK3 PB1 HTS 98, V1aR counter 0.3, GPR7 antagonist -5, NALP1 inh 20, MEKK2mut PB1 HTS -2, PHOSPHO1 block 30, GalR3 antagonist 1 and MEKK2 WT-MEK5 98.
`O=C(NCc1ccccc1)c1onc(CSc2ccccc2)c1C(=O)NCc1ccccc1` gave OXTR ag 5.2, MEKK3 PB1 HTS 101, V1aR counter 4.2, MEKK2mut PB1 HTS -1, GalR3 antagonist -3 and MEKK2 WT-MEK5 102.
Screening CCN(CC)CCOc1ccc2c(c1)C(=NNC(=O)c1ccccn1)c1cc(OCCN(CC)CC)ccc1-2 returned OXTR ag -0.1, MEKK3 PB1 HTS 104, V1aR counter -0.2, GPR7 antagonist -6, NALP1 inh 25, MEKK2mut PB1 HTS 40, PHOSPHO1 block -7, GalR3 antagonist -5 and MEKK2 WT-MEK5 191*.
`CCOc1ccccc1C(=O)N1CCOCC1` gave OXTR ag 1.9, MEKK3 PB1 HTS 102, V1aR counter 1.1, GPR7 antagonist 11, NALP1 inh 16, MEKK2mut PB1 HTS 4, PHOSPHO1 block 5, GalR3 antagonist 0 and MEKK2 WT-MEK5 106.

Gathered by group: the compounds so far with a COOH group (2)
`O=C(O)c1cc(-c2ccco2)nc2cc3ccccc3cc12` gave OXTR ag 0.1, MEKK3 PB1 HTS 93, V1aR counter 1.2, GPR7 antagonist -10, NALP1 inh 2, MEKK2mut PB1 HTS -9, PHOSPHO1 block 18, GalR3 antagonist -2 and MEKK2 WT-MEK5 96.
Screening O=C(O)c1cn(-c2ccc(F)c(F)c2)c2c(F)c(F)c(F)c(F)c2c1=O returned OXTR ag -0.6, MEKK3 PB1 HTS 98, V1aR counter 0.3, GPR7 antagonist -5, NALP1 inh 20, MEKK2mut PB1 HTS -2, PHOSPHO1 block 30, GalR3 antagonist 1 and MEKK2 WT-MEK5 98.
